# TDP1 cell CPT: qHTS for Inhibitors of human tyrosyl-DNA phosphodiesterase 1 (TDP1): qHTS in cells in presence of CPT; Potency, µM (doses to about 46.2 µM), for the others: at the highest dose activity change, negative = growth inhibition, usual class: inhibitors; chicken DT40 Tdp1-/-;hTDP1 cells + 20 nM CPT, ATP luminescence, 48 h; 420,000 compounds, 12% hits; note: nearly all actives have a fitted effect of over 55% in size
#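 Cell growth measured by CellTiter-Glo luminescence after a minimum 48 h, 37 C compound exposure with 20 nM CPT in Tdp1-knockout DT40 cells stably expressing hTDP1, seeded 400/well; qHTS titration format.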
# KAT2A inh: qHTS Assay for Inhibitors of GCN5L2. Histone acetyltransferase KAT2A (Homo sapiens), Q92830. GCN5L2 HAT assay, ThioGlo1 CoA-SH fluorescence. Potency, µM (series often up to 58.9 µM), for the others: at the top dose activity change, negative = inhibition, usual class: inhibitors. 390,000 compounds, 0.21% hits. AID 504327, 2011
# Target sequence (Q92830 whole entry, looked up): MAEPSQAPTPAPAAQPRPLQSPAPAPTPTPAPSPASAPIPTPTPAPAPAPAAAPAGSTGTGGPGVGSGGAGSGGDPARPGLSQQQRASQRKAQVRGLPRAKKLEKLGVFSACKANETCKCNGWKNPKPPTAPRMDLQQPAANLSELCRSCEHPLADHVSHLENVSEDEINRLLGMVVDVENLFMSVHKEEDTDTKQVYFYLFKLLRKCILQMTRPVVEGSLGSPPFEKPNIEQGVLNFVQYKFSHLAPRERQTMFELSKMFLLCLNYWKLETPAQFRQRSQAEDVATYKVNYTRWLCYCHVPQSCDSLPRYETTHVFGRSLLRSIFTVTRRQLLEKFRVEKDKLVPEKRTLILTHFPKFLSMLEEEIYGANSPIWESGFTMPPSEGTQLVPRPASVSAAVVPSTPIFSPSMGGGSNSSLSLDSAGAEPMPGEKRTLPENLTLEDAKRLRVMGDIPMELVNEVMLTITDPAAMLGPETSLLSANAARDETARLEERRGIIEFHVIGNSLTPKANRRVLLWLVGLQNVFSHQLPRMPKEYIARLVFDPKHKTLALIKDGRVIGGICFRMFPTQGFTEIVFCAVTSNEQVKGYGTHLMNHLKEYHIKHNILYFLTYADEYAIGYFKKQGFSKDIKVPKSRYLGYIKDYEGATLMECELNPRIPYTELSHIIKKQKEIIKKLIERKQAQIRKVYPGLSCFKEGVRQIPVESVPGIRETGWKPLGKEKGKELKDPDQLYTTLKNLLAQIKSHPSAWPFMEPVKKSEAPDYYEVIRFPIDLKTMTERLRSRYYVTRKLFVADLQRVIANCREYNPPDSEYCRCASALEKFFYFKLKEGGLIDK
#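 Preincubate 20nM GCN5L2 with compound 15 min, RT → add 50uM ThioGlo1 + 75uM H3(1-25) + 70uM acetyl-CoA → read fluorescence 0 and 20 min. Primary qHTS; fluorescent artifacts likely.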
# FEN1 inhibitor: qHTS Assay for the Inhibitors of Human Flap endonuclease 1 (FEN1) | Potency, µM (highest dose often 114 µM), inactives show at the highest dose activity change, negative = inhibition, most hits filed as inhibitors | 390,000 compounds, 0.35% hits | Recombinant FEN1 flap cleavage, fluorescence, 15 min; note: nearly all actives have a fitted effect of over 65% in size
#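 Steps: FEN1 (10 nM) dispensed; compound added by pin tool; 15 min at room temperature; substrate added to 50 nM final; reads at 0 min and 15 min; data normalized and fitted (four-parameter Hill).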
# Active calls of the source: *; ? = inconclusive; . = no result given; & = joins results of further samples; [ ] = remark or other dose. Calls come from the whole dose curve; as a rule, active = well fitted curve in the direction sought with a large enough effect; inconclusive = small, poorly fitted or top-dose-only effect, or another doubt; inactive = no such curve, though single readings can be large; an effect the other way counts as inactive or inconclusive. % is set by controls: 0 for no effect and ±100 for the full control effect; potency is the fitted concentration of half-maximal effect. This is a subset; count on the stated rates, not on these rows.
# Results follow in this order: TDP1 cell CPT, KAT2A inh, FEN1 inhibitor
> Cc1ccc(NC(=O)CSc2ncn[nH]2)cc1S(=O)(=O)N1CCOCC1
    -15.1%, -12.5%, 16.5%
> CCN(CC)CCNC(=O)/C(=C/c1cn(C)c2ccccc12)NC(=O)c1ccc(OC)c(OC)c1
    -12.4%, 1.5%, -8.3%
> Cc1ccc(-c2nnc(SCc3ccccc3)o2)cc1
    -15.7%, 3.3%, -22.3%
> C=CCn1c(-c2cccc(Cl)c2)n[nH]c1=S
    6.5%, -8.1%, -2.6%
> CCOC(=O)CSc1nc(-c2ccc(C)cc2C)cc(-c2ccccc2)c1C#N
    4.4%, -11.2%, -16.2%
> COc1ccc(C2CC(c3ccccc3OC(=O)/C=C/c3ccccc3)=NN2C(C)=O)cc1 (configuration not stated)
    -26.4%, -7.5%, -18.8%
> CN1C(=O)c2ccccc2Sc2ccc(NC(=O)NCc3ccccc3Br)cc21
    16.4µM*, -6.0%, -18.0%
> Cc1cc(C(=O)NC(=S)Nc2ccccc2N2CCOCC2)ccc1[N+](=O)[O-]
    -2.2%, -7.7%, -18.3%
> Cc1ccccc1NC(=O)c1cccc(N2C(=O)C3CCCCC3C2=O)c1 (configuration not stated)
    8.4%, -4.1%, 33.6%[activator]
> COc1ccccc1N1CCN(CCCCN2C(=O)CCC2=O)CC1
    -2.4%&9.6%, 1.4%, .
> CCC(CC)N1CCN(C(=O)c2cc(OC)c(OC)c(OC)c2)CC1
    -3.8%, -0.6%, -5.6%
> CCCCCSc1ncnc2c1sc1nc(N3CCOCC3)c3c(c12)CCCC3
    -2.4%, 3.3%, -14.0%
> CCOc1ccccc1Nc1ncnc2ccccc12
    ?, ?, -4.6%
> O=C(CSc1nncs1)Nc1ccc(N2CCCCC2)cc1
    ?, -3.1%, -0.6%
> CC(C)N1CC2=C(C1=O)C(c1ccc(O)cc1)NC(=O)N2C (configuration not stated)
    -0.4%, -2.6%, 3.3%
> COc1ccc(CCNC(=O)CC(NS(=O)(=O)c2ccc(NC(C)=O)cc2)C(C)C)cc1OC (configuration not stated)
    0.0%, -6.2%, 28.1%
> COc1ccc2c(c1)c(=O)c(C(=O)c1ccc(F)cc1)cn2CC(=O)Nc1ccc(F)cc1
    ?, 1.0%, -14.7%
> Cc1o[nH]c(=O)c1CC[C@H](N)C(=O)O
    7.9%, -13.2%, .
> CC1(C)Cc2c(sc3nc[nH]c(=O)c23)CO1
    -12.8%, -2.2%, -1.4%
> COc1cc(C(=O)Nc2cccc(-c3cn4cccnc4n3)c2)cc(OC)c1OC
    ?, -7.0%, -1.5%
> O=C(C1CCCO1)N1CCC(c2nc3ccccc3[nH]2)CC1 (configuration not stated)
    ?, -8.0%, 12.2%
> O=C(CNC(=O)c1cc2ccccc2o1)NCc1cccs1
    -23.9%, -7.6%, -0.7%
> COc1ccccc1/C=C/C(=O)NCC(=O)N/N=C(\CCC(=O)O)c1ccccc1
    -3.6%, -5.7%, 15.0%
> CC(=O)N1CCOc2cc(S(=O)(=O)Nc3cccc(C(F)(F)F)c3)c(Cl)cc21
    ?, -8.2%, 2.2%
> CCS(=O)(=O)N1CCN(c2ccc(Cl)cc2[N+](=O)[O-])CC1
    -27.9%, -0.8%, -7.3%
> COc1cc(C(=O)NNC(=O)NC2CCCCC2)cc(OC)c1OC
    -21.7%, -2.6%, -2.4%
> Cc1ccccc1NC(=O)CCCn1nc(C)c2c(C)n(-c3ccccc3)nc2c1=O
    -13.5%, 0.8%, 0.9%
> O=C(O)C1C2C=CC(C2)C1C(=O)NC(c1ccccc1)c1ccccc1 (configuration not stated)
    -9.1%, -10.0%, -1.8%
> O=C(Cc1ccccc1)Nc1ccc(NC(=O)C2CC2)nc1
    -3.6%, 1.2%, 8.4%
> Cc1ccc(-n2c3c(cc(-c4nc(-c5ccc(Cl)cc5)cs4)c2=O)C(=O)CC(C)(C)C3)cc1
    -10.9%, -4.4%, 2.6%
> CC(=O)/C(=N\Nc1ccccc1)Oc1ccc([N+](=O)[O-])cc1
    -17.3%, -11.6%, -7.7%
> O=C1c2ccccc2S(=O)(=O)N1CC(O)COc1ccc(Cl)cc1 (configuration not stated)
    -2.5%, -1.3%, -0.5%
> CC(=O)OC(C)(C)/C=C/C(=O)[C@](C)(O)C1[C@H](O)C[C@@]2(C)C3CC=C4C(C=C(O[C@@H]5O[C@H](CO)[C@@H](O)[C@H](O)[C@H]5O)C(=O)C4(C)C)[C@]3(C)C(=O)C[C@]12C (some centres not stated)
    1.64µM*, -0.2%, 9.9%
> CC(=O)N1CCc2cc(S(=O)(=O)CCC(=O)Nc3ccc(C)cc3Br)ccc21
    ?, 3.3%, 12.5%
> CCOC(=O)c1sc(NC(=O)/C=C/c2ccc(F)cc2)nc1C
    ?, -1.6%, 2.7%
> CCCN1C2=NCCCN2c2ccccc21
    1.6%, 0.2%, 7.7%
> COc1cc2c(cc1OC)CN(CC(=O)Nc1ccc(S(=O)(=O)N3CCCC3)cc1)CC2
    -13.3%, -0.9%, 13.5%
> COc1ccc(C2(Nc3cccc(F)c3)C(=O)c3ccccc3C2=O)cc1
    5.7%, -12.7%, -10.9%
> Clc1ccccc1-c1nc(-c2ccc(Br)o2)no1
    -27.0%, -5.3%, 13.4%
> C=CCn1cc(-c2ccc(Cl)cc2)cc(C#N)c1=O
    -11.8%, -0.1%, -9.9%
> Cc1ccc2c(c1)C(O)(C1COC(C)(C)CC1=O)C(=O)N2C (configuration not stated)
    5.17µM*, 12.8%, 11.1%
> CC(Oc1ccccc1)c1ccnc2nc(N3CCOCC3)nn12 (configuration not stated)
    6.5%, -8.5%, -15.8%
> CC(C)OC(=O)c1c(NC(=O)c2cccs2)sc2c1CCCC2
    -25.3%, -2.0%, 14.3%
> CC1Cc2cc(/C(O)=C3/C(=O)C(=O)N(CCCn4ccnc4)C3c3ccncc3)ccc2O1 (configuration not stated)
    -0.1%, -10.6%, 12.2%
> COc1ccccc1C(CNC(=O)c1cccc(NS(=O)(=O)c2ccc(Br)cc2)c1)N(C)C (configuration not stated)
    ?, -5.5%, 1.6%
> O=C(/C=C/c1ccccc1)Nc1nc2n(n1)C(c1ccc(Cl)cc1)C=C(c1ccccc1)N2 (configuration not stated)
    20.6µM*, -3.0%, -9.1%
> CC(C)CCN1C(=O)CCC1(C)C(=O)NC1CCCCCCC1 (configuration not stated)
    ?, 0.6%, 5.3%
> O=C(NCc1ccccc1)/C(NC(=O)c1ccccc1)=C(/Sc1ccccn1)c1ccccc1
    -22.5%, -7.3%, -8.2%
> Cc1cc(Nc2sc(C(=O)c3ccc(F)cc3)c(N)c2C(=O)Nc2ccc(F)cc2)ccc1Cl
    11.6µM*, -12.5%, 8.5%
> CCNC(=S)N1CC(C)OC(C)C1 (configuration not stated)
    6.2%, 25.9%, 7.1%

# Only TDP1 cell CPT and KAT2A inh, for some of the entries so far:
smiles,TDP1 cell CPT,KAT2A inh
C=CCn1cc(-c2ccc(Cl)cc2)cc(C#N)c1=O,-11.8%,-0.1%
Cc1ccc2c(c1)C(O)(C1COC(C)(C)CC1=O)C(=O)N2C (configuration not stated),5.17µM*,12.8%
CC(Oc1ccccc1)c1ccnc2nc(N3CCOCC3)nn12 (configuration not stated),6.5%,-8.5%
CC(C)OC(=O)c1c(NC(=O)c2cccs2)sc2c1CCCC2,-25.3%,-2.0%
CC1Cc2cc(/C(O)=C3/C(=O)C(=O)N(CCCn4ccnc4)C3c3ccncc3)ccc2O1 (configuration not stated),-0.1%,-10.6%

# (more compounds)
# Results follow in this order: TDP1 cell CPT, KAT2A inh, FEN1 inhibitor
> COc1ccc(-n2c(Cc3cccn3C)nnc2SCC(=O)Nc2nc(C)cs2)cc1
    -29.6%, 1.7%, -6.2%
> CCOC(=O)c1c(C)oc2nc(C)nc(NCCc3ccc(Cl)cc3)c12
    ?, 25.6%, -11.9%
> COc1ccc(-c2ccc(SCC(=O)N3CCOCC3)nn2)cc1OC
    -19.3%, -7.7%, 2.2%
> Clc1ccc(-c2nnc3n2CCCC3)cc1Cl
    -23.9%, 0.8%, -6.5%
> CCNC(=S)N/N=C(\C)c1ccc(N2CCOCC2)cc1
    -23.6%, -4.3%, 5.9%
> CCN(Cc1ccccc1)C(=O)COC(=O)CNS(=O)(=O)c1ccc(C)cc1
    2.9%, 2.1%, -2.5%
> Cc1ccccc1C(=O)Nc1ccccc1NC(=O)c1ccccc1C
    -8.3%, -23.0%, 5.9%
> COc1ccc2c(c1OC)C(=O)OC2CC(=O)c1ccc(O)c(O)c1 (configuration not stated)
    -4.0%, -0.6%, -14.7%
> CCNC(=O)COC(=O)CCNC(=O)c1cccc(C)c1
    19.2%, -9.7%, -1.9%
> S=c1[nH]nc(C2CCCCC2)n1/N=C/c1cccc(Cl)c1Cl
    ?, -4.4%, 1.5%
> CC1CC(C)CN(C(=S)NC2CCCCC2)C1 (configuration not stated)
    ?, -7.8%, 4.0%
> COc1cccc2[nH]c3c(=O)n(CCN(C)C)cnc3c12
    -2.5%, 0.7%, -9.4%
> COc1ccc(OC)c2nc(-c3cccnc3)ccc12
    -14.3%, -8.1%, -1.9%
> CN(C)S(=O)(=O)c1cc(NC(=O)c2cc(=O)c3ccccc3o2)ccc1Cl
    ?, -7.1%, ?
> CCC(=O)Nc1cc(C(F)(F)F)ccc1N1CCOCC1
    -23.6%, -1.0%, 17.4%
> O=C(COc1ccc(Br)cc1)Nc1ccc([N+](=O)[O-])cn1
    -11.7%, -2.9%, 1.8%
> CCS(=O)(=O)N1CCN(c2cnn(-c3ccccc3)c(=O)c2Cl)CC1
    3.8%, -5.2%, 5.0%
> Cc1cccc(CNS(=O)(=O)c2ccc3[nH]c(=O)ccc3c2)c1
    ?, 2.7%, -6.7%
> CCCn1c(=O)sc2cc(NC(=O)COc3ccc(Cl)cc3)ccc21
    ?, -12.9%, -16.0%
> CCCCCNC(=O)c1ccc2c(c1)ncn2-c1ccc(OC)cc1
    -11.3%, -0.4%, 4.6%
> Fc1cnc(Cl)nc1N1CCN(c2ccccc2)CC1
    43.0%[activator], -2.3%, 5.4%
> S=c1[nH]nc(Cc2ccccc2)n1Cc1ccco1
    -29.1%, 5.7%, -3.9%
> Cc1cc(N=Nc2c(O)c3ccccc3[nH]c2=O)ccc1N=Nc1ccc(C(=O)N(C)C)cc1
    10.3µM*, 0.4%, 7.1%
> Cc1ccc(S(=O)(=O)Nc2ccc3c(c2)nc(CCN2CCOCC2)n3C)cc1
    0.4%, -6.8%, 17.1%
> COc1ccc(/C=C/CN2CCN(CCc3ccccc3)C(CCO)C2)cc1 (configuration not stated)
    ?, 1.8%, -6.2%
> CCOc1ccccc1C(=O)Nc1ccc(NC(=O)c2ccccc2)cc1
    -12.5%, 2.0%, 8.1%
> c1ccc(COc2ccc3nocc3c2)cc1
    -29.3%, 0.4%, -8.6%
> Cc1ccc2c(c1)c(C)c(C)n2CC(O)CN1CCOCC1 (configuration not stated)
    -18.5%, 0.9%, -4.8%
> CCN(CC)Cc1nc2c(c(=O)[nH]1)C1(CCCC1)Cc1ccccc1-2
    20.6µM*, -7.8%, 12.3%
> O=C(COc1cc2oc(=O)c3c(c2cc1Cl)CCC3)NCC1CCC(C(=O)O)CC1 (configuration not stated)
    -10.8%, -8.7%, -1.1%
> CC1(C(=O)Oc2ccccc2)Cc2ccccc2C(=O)O1 (configuration not stated)
    -9.8%, -28.0%, -3.2%
> CC(=O)Oc1ccc(-c2cccc(C(=O)Oc3ccccc3)c2)cc1
    12.4%, -11.5%, -4.1%
> COc1cc(N)c(Br)cc1C(=O)O
    -12.9%, -6.9%, 11.8%
> CC1CCN(C(=O)CSc2nnc(Cn3c(=O)sc4ccccc43)n2C)CC1
    -19.7%, -0.2%, -2.6%
> O=C(COC(=O)/C=C/c1ccco1)NC1CCCCC1
    -26.2%, -1.2%, -3.1%
> COc1ccc(-c2nc(-c3cccc(C(F)(F)F)c3)no2)cc1OC
    ?, 1.5%, -2.9%
> COC(=O)c1ccc(CSc2nnc(CNC(=O)COc3ccc(Cl)cc3)o2)o1
    16.4µM*, 2.4%, 6.3%
> Cc1cc(C)n2cc(CSCC(=O)O)nc2n1
    10.8%, -19.7%, -4.6%
> Cc1nc2c(C)cccn2c(=O)c1NC(=O)c1ccc2c(c1)OCO2
    1.7%, -4.4%, 0.0%
> NC(=O)CC(NC(=O)c1ccc(Br)cc1)c1ccc(NCCc2ccc(F)cc2)c([N+](=O)[O-])c1 (configuration not stated)
    -29.5%, 22.6%, 16.8%
> CC(NC(=O)c1ccncc1)c1ccc(Cl)cc1Cl (configuration not stated)
    ?, 1.6%, -4.3%
> CSc1nnc(-c2sccc2OCc2ccc(C)cc2)n1C
    ?, 17.4%, 0.2%

# Compound activity deposited in PubChem BioAssay by National Center for Advancing Translational Sciences (NCATS).
